WT yeast gro inh – growth inhibition of WT strain, primary screen, mitochondrial fusion inhibitor project, WT and mutant strains, chemical genetic. mitochondrial fusion phenotypic screen. inhibition, % at 10 µM. actives 2.1% (n = 190,000); in the data active = inhibition above about 58%; tested in S. cerevisiae
Dynein cargo inh – inhibitors of GR-EGFP nuclear translocation, primary screen, dynein cargo transport inhibitor project, imaging, high-content, 3617.4 mouse cells; test concentration mostly 20 µM; stimulated with dexamethasone, 1 µM; hits give low values; z-score, hits read low; actives 0.47% (n = 220,000); AID 1381, 2008;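 active = plate z-score of nuclear minus cytoplasmic receptor signal below a set negative limit, without overly bright fluorescence or cell loss, cut at about -3.5 in these data, passing the limit was not always enough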;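 also: z-score of nuclear minus cytoplasmic ring GR-EGFP intensity difference per well; some compounds called inactive have numbers as strong as hits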
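medium = tetracycline-free induction medium containing charcoal-stripped FBS | also added = 1.0 µM final dexamethasone stimulus | schedule = 48 h induction, 1 h compound, 30 min dex at 37 °C | technique = fixed, Hoechst-stained cells imaged at 10x for EGFP | measure = GR-EGFP nuclear translocation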
HEK293 NOD2/NF-kB – NOD2 signaling inhibitors, cell-based, luminescence, uHTS, HEK293 (AID 1566). HEK293 NOD2/NF-kB luciferase reporter, luminescence; higher % means a stronger effect. one-dose inhibition, % at 4 µM; EC50 in µM for titrated hits. actives 0.63% (n = 290,000); in the data active = inhibition above about 50%; also: many of its hits are not listed in these tables
Yfh1-depleted yeast – enhancers of respiration in Yfh1-depleted yeast, dose response, Friedreich's ataxia, plus single-dose screen (AID 1465); actives 0.074% (n = 220,000); one-dose fold induction at 50 µM; EC50 in µM for titrated hits; S. cerevisiae Yfh1-off respiration, WST-1 reduction, 72 h; higher fold induction means a stronger effect;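 active = fold induction of absorbance versus untreated yeast above a set limit, then at least 30% activation at any dose in follow-up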;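 also: activators that raise dye reduction in frataxin-depleted yeast; strong numbers were not always called active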
Ins promoter up – insulin promoter activators in MIN6 cells, imaging, high-content screening, mouse beta cells. MIN6 insulin promoter-GFP reporter; hits give high values. z-score at 5 µM. actives 0.3% (n = 190,000);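 active = z-score above 3 at 5 µM with at least 500 cells counted in the well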
MT stabilizer – microtubule stabilizers in HeLa cells, primary screen, imaging, high-content imaging | actives 0.83% (n = 200,000) | HeLa tubulin immunostaining HCS, 24 h; share of cells brighter than vehicle mean+2SD | % tubulin-high responders, % at 10 µM;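 active = plate Z-score above 3 for both tubulin-high and condensed-nucleus cell shares, with cell loss under 80%, at 10 µM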;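 also: anti alpha tubulin signal scored within the nucleus-defined area of each cell; some results filed as inactive read as strong as hits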
Autophagy mod – autophagy modulators in MEF cells, primary screen, imaging, high-content, MEF GFP-LC3 | MEF GFP-LC3 puncta imaging; test concentration mostly 10 µM | calls only at 10 µM (by protocol) | actives 0.98% (n = 190,000) | AID 463193, 2010;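 active = percentage of spot-positive cells more than 3 SD above its plate mean, without a fluorescence outlier flag or 80% toxicity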;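 also: spot-positive cell cutoff set from DMSO-treated cells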
Hep lipid drop – inhibitors of hepatocyte lipid droplet formation, primary screen, imaging, high-throughput imaging, BODIPY stain | AML12 mouse hepatocytes, oleate lipid droplets | inhibition, % at 6.5 µM | actives 0.4% (n = 240,000) | AID 1656, 2009;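 active = lipid droplet intensity inhibited by at least 50%, with more than 500 cells counted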
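Assay system: AML12 hepatocytes (mouse) / Also added: 100 µM oleic acid challenge / Times: overnight treatment with compound plus oleate / Detection: high-content imaging of BODIPY-stained droplets and DAPI nuclei / Evaluation: % inhibition of lipid droplet signal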
b-catenin transl – modulators of beta-catenin nuclear translocation, primary screen, imaging, HeLa cells, immunofluorescence, high-content. nuclear translocation activity, % at 5 µM. actives 0.3% (n = 190,000);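 active = nuclear translocation activity above 50% at 5 µM, with a well cell count of 50 or more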;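 also: per-cell ratio of nuclear to cytoplasmic median beta-catenin stain intensity; plate controls were DMSO negative control for no effect and GSK-3 inhibitor IX positive control for full effect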
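System: Human HeLa cells, endogenous beta-catenin | Compound dosing: 5 µM primary, 0.02–20 µM confirmation | Timing: 24 h compound exposure at 37°C, 5% CO2 | Measured by: Fluorescence imaging of beta-catenin antibody stain plus DAPI | Read-out basis: % activation of per-cell nuclear versus cytoplasmic median beta-catenin signal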
WT yeast gro inh mutant strain – also measured in WT yeast gro inh; calls as there; inhibition, %; mitochondrial fusion phenotypic screen, mutant strain inhibition
Dynein cargo inh cytoplasmic EGFP – second read-out of Dynein cargo inh, no call of its own (marks repeat the call); z-score; measured here: cytoplasmic GR-EGFP intensity; hits give high values
Dynein cargo inh nuclear GR-EGFP – recorded beside Dynein cargo inh, whose call it bears; z-score; measured here: nuclear GR-EGFP intensity;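 lower value marks the stronger effect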
Dynein cargo inh cell count – also measured in Dynein cargo inh; calls as there; z-score; measured here: cell count per field
Ins promoter up cell count – second read-out of Ins promoter up, no call of its own (marks repeat the call); cell count; measured here: cytotoxicity, nuclei count;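 total cells summed across four imaged fields per well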
Hep lipid drop cells 6.5 µM – also measured in Hep lipid drop; calls as there; cell count; measured here: cell count, cytotoxicity flag;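 cells counted across two imaged fields per well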
b-catenin transl cell count 5 µM – also measured in b-catenin transl; calls as there; cell count; measured here: cell count, cytotoxicity flag
MT stabilizer Hoechst-high % – also measured in MT stabilizer; calls as there; % Hoechst-high responders; measured here: nuclear condensation Hoechst responders;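 share of cells brighter than vehicle mean plus two SD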
MT stabilizer cytotoxicity % – further read-out of MT stabilizer, marked with its call; toxicity, %; measured here: cytotoxicity by cell density;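 0% = mean cell density of plate MIN control wells and 100% = no cells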
Autophagy mod cell loss 18 h – second read-out of Autophagy mod, no call of its own (marks repeat the call); toxicity, %; measured here: cell loss, nuclei count;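 cell loss after 18 h compound exposure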
Numbers without * were called inactive; i = inactive; x = no result given. The list is partial, so the mix of outcomes need not match the whole.

SMILES | WT yeast gro inh | WT yeast gro inh mutant strain | Dynein cargo inh | Dynein cargo inh cytoplasmic EGFP | Dynein cargo inh nuclear GR-EGFP | Dynein cargo inh cell count | HEK293 NOD2/NF-kB | Yfh1-depleted yeast | Ins promoter up | Ins promoter up cell count | MT stabilizer | MT stabilizer Hoechst-high % | MT stabilizer cytotoxicity % | Autophagy mod | Autophagy mod cell loss 18 h | Hep lipid drop | Hep lipid drop cells 6.5 µM | b-catenin transl | b-catenin transl cell count 5 µM
CCOc1ccccc1-n1c(SCC(=O)N2CCOCC2)nnc1-c1ccccn1 | -8.4 | -5.8 | -0.362 | -0.239 | -0.359 | 1.72 | 0.0% | i | 0.76 | 1257 | 1.7 | 1.2 | 0.1 | i | 6.5 | x | x | -3.1 | 942
CC1CC1C(=O)OCC(=O)NC(=O)NCc1ccco1 (stereo not drawn) | 3.7 | 3.7 | 0.45 | -0.172 | 0.246 | -0.366 | 8.7% | i | x | x | 3.1 | 2.5 | 6.9 | i | 48.8 | 7.9 | 734 | x | x
O=C(CSCc1ccc(Br)cc1)Nc1ccc(S(=O)(=O)N2CCOCC2)cc1 | 6.5 | 7.5 | -1.27 | -0.155 | 0.0842 | 1.3 | 2.7% | i | 0 | 1489 | 3.9 | 1.6 | 8.4 | i | -23.4 | x | x | -2.5 | 1365
CCOC(=O)c1c(-c2ccccc2)csc1NC(=O)c1ccc(N2C(=O)CCC2=O)cc1 | -6.8 | 3.5 | -1.06 | 0.314 | -0.614 | 0.214 | 48.2% | i | 0.78 | 1945 | 3.0 | 5.8 | 2.3 | i | -32.8 | -4.8 | 699 | -0.1 | 772
CCCCNC(=O)CSc1nc2ccccc2c(=O)n1C1CCCC1 | -17.3 | 1.6 | -0.228 | -0.31 | -0.0375 | -0.0722 | -10.1% | i | -0.02 | 1321 | 4.4 | 2.8 | 1.6 | i | 0.3 | x | x | 0.0 | 1415
CS(=O)(=O)N1CCN(C(=S)NCc2ccc(F)cc2)CC1 | -1.3 | -18.4 | 0.653 | -0.121 | 0.0477 | -0.908 | 4.7% | i | 0.26 | 1421 | 4.6 | 3.7 | 0.3 | i | 5.8 | 11.7 | 590 | -1.7 | 991
COC(=O)c1cnc(NNC(=O)c2ccc([N+](=O)[O-])cc2)nc1C(F)(F)F | x | x | -1.14 | -0.273 | -0.585 | 1.1 | 22.8% | i | -0.19 | 1309 | x | x | x | x | x | 3.0 | 741 | 1.9 | 989
Cc1ccc(CSc2ccc(-c3cccs3)nn2)cc1 | -4.9 | 20.6 | -1.41 | -0.187 | -0.959 | 0.251 | -104.8% | i | 0.51 | 1540 | 3.1 | 1.8 | 0.8 | i | 11.9 | 2.2 | 651 | -2.2 | 1076
O=[N+]([O-])c1ccc(N2CCOCC2)cc1O | x | x | -0.164 | -0.222 | -0.109 | 0.0302 | 8.4% | i | -0.26 | 1471 | x | x | x | x | x | -15.2 | 630 | -0.4 | 1124
CCOC(=O)c1ccc(NC(=S)Nc2cccc(N)n2)cc1 | x | x | 0.191 | -0.255 | -0.0443 | 0.551 | -51.6% | i | 0.1 | 1364 | x | x | x | x | x | -4.1 | 728 | 0.2 | 1286
CCCn1cc(SCC(=O)NCC2CCCO2)c2ccccc21 (stereo not drawn) | -3.3 | -8.5 | -0.535 | -0.262 | -0.267 | 0.338 | -13.5% | i | 1.12 | 2258 | 1.9 | 2.8 | 6.2 | x | x | -11.6 | 604 | -5.8 | 1143
Cc1ccc2c(c1)c1c(n2C)C(C(N)=O)CCC1 (stereo not drawn) | -2.6 | -6.0 | -0.383 | -0.174 | -0.411 | -0.204 | 8.0% | i | 0.2 | 1685 | 2.5 | 0.5 | 4.0 | i | -6.2 | 1.0 | 654 | -1.5 | 1059
CCOc1ccc(C(=O)CC(=O)C(=O)NCCc2ccc(OC)c(OC)c2)cc1 | 9.4 | -1.1 | -0.485 | -0.31 | -0.49 | 0.46 | 10.2% | i | 0.08 | 1114 | 1.6 | 2.2 | 6.1 | i | -0.8 | -2.9 | 771 | 1.0 | 952
O=C(CN(Cc1ccccc1)S(=O)(=O)c1ccccc1)N/N=C/c1ccccc1C(=O)O | -14.5 | -12.5 | -0.315 | -0.241 | 0.296 | -0.349 | 4.5% | i | -0.05 | 1380 | 2.9 | 1.8 | 9.9 | i | -4.1 | -100.6 | 551 | 0.6 | 965
COc1cc(N=c2c([N+](=O)[O-])nn(-c3ccc4c(c3)OCCO4)n2O)cc(OC)c1 | 8.5 | -3.5 | 0.646 | -0.14 | 0.582 | -0.415 | -37.7% | i | 0.12 | 1487 | 5.2 | 3.6 | 20.4 | i | 19.2 | 8.7 | 667 | x | x
COc1cccc(CC2(CO)CCN(Cc3ccc(NC(C)=O)cc3)CC2)c1 | 1.8 | 3.0 | 0.186 | -0.308 | 0.412 | 0.466 | -6.6% | i | x | x | 1.5 | 1.1 | 7.4 | i | 2.9 | 5.4 | 738 | 1.1 | 934
CCOc1ccc2[nH]c(=O)c(C(c3nnnn3Cc3ccco3)N3CCC(C)CC3)cc2c1 (stereo not drawn) | -5.0 | 5.5 | -0.976 | -0.149 | -0.547 | 0.182 | 18.7% | i | 1.06 | 1615 | 3.4 | 1.7 | 6.8 | i | 3.2 | 7.9 | 649 | -1.7 | 1055
COC(=O)c1c(NC(=O)CSc2nnc(CNc3ccc(Cl)cc3)o2)sc(C)c1C | 41.8 | -7.9 | -0.277 | -0.268 | -0.239 | -0.108 | -2.4% | i | -0.54 | 979 | 2.8 | 2.3 | 13.0 | i | 1.2 | -18.6 | 742 | -1.5 | 1246
CCCCCCn1c(C(C)NC(=O)c2ccco2)nc2ccccc21 (stereo not drawn) | -6.1 | 3.1 | -0.495 | 0.233 | -0.175 | 1.05 | 11.2% | i | -0.85 | 841 | 1.5 | 1.9 | 5.9 | i | -7.6 | -3.4 | 759 | -0.8 | 1049
O=C(NCc1cccs1)C1CCN(S(=O)(=O)c2ccccc2F)CC1 | x | x | 2.46 | -0.128 | 1.01 | -2.08 | 8.4% | i | -0.09 | 1086 | x | x | x | x | x | 0.8 | 674 | 0.0 | 1357
O=[N+]([O-])c1ccc(N/N=C2\CC3CC=CC23)cc1 (stereo not drawn) | 24.6 | 40.0 | 1.57 | -0.0173 | 1.01 | -1.31 | -152.3% | i | 1.04 | 1257 | 2.7 | 4.0 | 11.7 | i | -9.5 | -8.4 | 648 | -0.4 | 1138
CCOC(=O)c1c(C)n(C)c2ccc(OC)c(NC(=O)CN3CCN(C4CCCCC4)CC3)c12 | -1.7 | 3.2 | 1.96 | 0.163 | 0.979 | -0.88 | -8.6% | i | 0.79 | 844 | 1.4 | 1.0 | 12.5 | i | -2.5 | -0.8 | 752 | -3.8 | 1142
Cc1nnc(SCC(=O)NCC2CCCO2)n1-c1ccccc1 (stereo not drawn) | 4.1 | 3.3 | -0.168 | -0.25 | 0.289 | 0.931 | 11.7% | i | x | x | 4.7 | 1.6 | 5.2 | i | -15.5 | x | x | -5.6 | 1071
N/C(=N\OC(=O)CCCOc1ccccc1)c1ccc(Br)cc1 | 1.0 | 0.5 | 0.169 | -0.209 | -0.0743 | 0.396 | 9.2% | i | -0.03 | 1506 | 1.1 | 0.8 | 4.6 | i | 4.5 | x | x | -1.3 | 1348
CN(Cc1ccccc1)c1ncc(C=O)s1 | 0.6 | 8.2 | 0.276 | 0.0562 | 0.307 | 0.182 | -7.9% | i | 1.11 | 1438 | 2.2 | 2.2 | 8.3 | i | 2.6 | -11.2 | 719 | -2.0 | 925

A different layout for some results above.
Values in the order – WT yeast gro inh, WT yeast gro inh mutant strain, Dynein cargo inh, Dynein cargo inh cytoplasmic EGFP, Dynein cargo inh nuclear GR-EGFP, Dynein cargo inh cell count, HEK293 NOD2/NF-kB, Yfh1-depleted yeast, Ins promoter up, Ins promoter up cell count, MT stabilizer, MT stabilizer Hoechst-high %, MT stabilizer cytotoxicity %, Autophagy mod, Autophagy mod cell loss 18 h, Hep lipid drop, Hep lipid drop cells 6.5 µM, b-catenin transl, b-catenin transl cell count 5 µM
> CCOC(=O)c1c(C)n(C)c2ccc(OC)c(NC(=O)CN3CCN(C4CCCCC4)CC3)c12
 : -1.7, 3.2, 1.96, 0.163, 0.979, -0.88, -8.6%, i, 0.79, 844, 1.4, 1.0, 12.5, i, -2.5, -0.8, 752, -3.8, 1142
> Cc1nnc(SCC(=O)NCC2CCCO2)n1-c1ccccc1 (stereo not drawn)
 : 4.1, 3.3, -0.168, -0.25, 0.289, 0.931, 11.7%, i, x, x, 4.7, 1.6, 5.2, i, -15.5, x, x, -5.6, 1071
> N/C(=N\OC(=O)CCCOc1ccccc1)c1ccc(Br)cc1
 : 1.0, 0.5, 0.169, -0.209, -0.0743, 0.396, 9.2%, i, -0.03, 1506, 1.1, 0.8, 4.6, i, 4.5, x, x, -1.3, 1348
> CN(Cc1ccccc1)c1ncc(C=O)s1
 : 0.6, 8.2, 0.276, 0.0562, 0.307, 0.182, -7.9%, i, 1.11, 1438, 2.2, 2.2, 8.3, i, 2.6, -11.2, 719, -2.0, 925

Assay outcomes from PubChem.
